FXN GAA850 act – frataxin GAA850 promoter activation. HEK293 lucGAA850 FXN promoter luciferase reporter, 24 h; percent of 10 µM SAHA response. AID 540364. 0.56% of 360,000 active. activation, % at 6 µM;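 active means activation above the average of all compounds screened plus 3 SD, cutoff fixed separately per campaign, cut at about 7.5% in these data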;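 further: 0% = DMSO wells and 100% = 10 µM SAHA wells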
PLC-gamma1 inh – blocks human PLC-gamma1 enzyme activity | P19174 | AID 720700 | 0.84% of 370,000 active | purified PLC-gamma1, fluorogenic substrate, fluorescence | inhibition, % at 12.2 µM; in the data active means inhibition above about 9.5%
DAX1 inh-1 – inhibitors of DAX1 repression of SF-1 activated StAR promoter | HEK293T StAR-luciferase reporter, SF-1/DAX-1 repression relief | inhibition, % at 6.8 µM | 1.1% of 370,000 active | AID 652010;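 active means inhibition above the mean over all tested compounds plus 3 SD, cut at about 3.6% in these data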;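 further: 0% = DAX-1 cells with DMSO and 100% = cells lacking DAX-1 with DMSO; higher inhibition means more luminescence from relief of DAX-1 repression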
DAX1 inh-2 – inhibitors of human orphan nuclear receptor DAX1 (NR0B1); inhibition, % at 6.75 µM; 0.99% of 340,000 active; HEK293 Gal4-DAX1 luciferase reporter, luminescence; AID 504766; P51843;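 active means inhibition above the mean over all tested compounds plus 3 SD, cut at about 4.2% in these data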;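 further: 0% = DAX1-transfected cells with DMSO and 100% = empty-vector control cells with DMSO; inhibition shows as a rise in luminescence from relieved DAX1 repression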
Target sequence (P51843 207-470 limits assumed): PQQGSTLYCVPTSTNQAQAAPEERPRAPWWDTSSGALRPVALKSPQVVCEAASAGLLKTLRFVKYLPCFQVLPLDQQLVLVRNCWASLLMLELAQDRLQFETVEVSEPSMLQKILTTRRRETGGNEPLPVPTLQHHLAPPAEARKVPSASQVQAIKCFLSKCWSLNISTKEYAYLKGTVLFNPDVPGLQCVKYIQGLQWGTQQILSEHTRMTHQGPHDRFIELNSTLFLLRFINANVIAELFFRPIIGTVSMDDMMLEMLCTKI
PLCb3 inh – blocks human PLC-beta3 enzyme activity | Purified PLC-beta3, fluorogenic substrate, fluorescence | inhibition, % at 12.2 µM | 0.18% of 370,000 active; in the data active means inhibition above about 11%;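 further: 0% = median of compound wells on plate and 100% = full blocker control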
HGIII-sPLA2 inh – Inhibits HGIII-sPLA2 liposome hydrolysis, primary screen. inhibition, % at 12.2 µM. AID 743126. 0.56% of 370,000 active. QFRET BODIPY PC-A2 liposome hydrolysis, fluorescence;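 active means inhibition above mean plus 3 SD of compounds lying within the high and low control bounds, cut at about 19% in these data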;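 further: 0% = median of test compound wells and 100% = no enzyme DMSO wells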
Target sequence (Q9NZ20 whole entry, looked up): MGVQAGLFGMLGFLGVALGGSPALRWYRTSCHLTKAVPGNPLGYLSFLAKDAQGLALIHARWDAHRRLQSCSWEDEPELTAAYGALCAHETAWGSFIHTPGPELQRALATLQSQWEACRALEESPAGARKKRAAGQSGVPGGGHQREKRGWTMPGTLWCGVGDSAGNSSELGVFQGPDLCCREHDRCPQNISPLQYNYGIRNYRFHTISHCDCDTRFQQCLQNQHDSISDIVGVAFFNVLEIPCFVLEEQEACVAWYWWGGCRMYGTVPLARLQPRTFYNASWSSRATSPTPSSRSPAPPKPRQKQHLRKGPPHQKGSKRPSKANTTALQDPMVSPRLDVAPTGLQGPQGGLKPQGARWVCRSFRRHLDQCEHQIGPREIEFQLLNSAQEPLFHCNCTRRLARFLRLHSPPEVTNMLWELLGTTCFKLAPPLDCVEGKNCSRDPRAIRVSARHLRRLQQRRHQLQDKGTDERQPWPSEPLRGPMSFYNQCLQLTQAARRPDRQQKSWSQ
ADAM17 inh – inhibits human ADAM17 | P78536 | recombinant ADAM17, EDANS/DABCYL FRET peptide cleavage | inhibition, % at 6.95 µM | 0.83% of 370,000 active;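 active means inhibition above the mean of compounds lying between control limits plus 3 SD, set per campaign, cut at about 8.5% in these data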;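 further: 0% = DMSO-only wells as the low control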
hcDAF12 agonist – activates DAF-12 receptor from parasite H. contortus; activation, % at 6.8 µM; HEK293 hcDAF-12 lit1-tk-luc reporter, luminescence; 0% DMSO, 100% Δ7-dafachronic acid; 1.4% of 370,000 active;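 active means activation above the mean of all tested compounds plus 3 SD, cut at about 5.5% in these data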;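 further: 100% = response to 3 µM Δ7-dafachronic acid high control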
ADAM10 inh – inhibitors of human ADAM10; 0.62% of 370,000 active; recombinant ADAM10, EDANS/DABCYL FRET peptide cleavage, 3 h; inhibition, % at 7 µM;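 active means inhibition above a per-campaign cutoff equal to the mean of compounds falling between control-based bounds plus 3 SD, cut at about 20% in these data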;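 further: 0% = DMSO wells while the 100% control is not disclosed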
ssDAF-12 act – activators of S. stercoralis DAF-12 nuclear receptor | HEK293 ssDAF-12/GRIP1 lit1-tk-luc reporter, luminescence; % of 3 µM dafachronic acid response | activation, % at 6.8 µM | 1% of 370,000 active | AID 652126;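 active means activation above the mean over all tested compounds plus 3 SD, cut at about 0.9% in these data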;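 further: 0% = DMSO-only wells and 100% = 3 µM delta7-dafachronic acid wells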
hgDAF12 agonist – agonists of H. glycines DAF-12 nuclear receptor. HEK293 GAL4-hgDAF12 UAS-luciferase reporter, agonist luminescence; normalized to butyrate control. activation, % at 6.8 µM. 1.8% of 370,000 active. AID 687014;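 active means activation above a cutoff set at the mean of all screened compounds plus 3 SD, cut at about 10% in these data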;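 further: 0% = DMSO wells and 100% = sodium butyrate wells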
Starred values were filed as active, the others as inactive; / = no result given.

SMILES	FXN GAA850 act	PLC-gamma1 inh	DAX1 inh-1	DAX1 inh-2	PLCb3 inh	HGIII-sPLA2 inh	ADAM17 inh	hcDAF12 agonist	ADAM10 inh	ssDAF-12 act	hgDAF12 agonist
O=C(c1cc(COc2ccc(F)cc2Cl)on1)N1C[C@H]2CC[C@H]1C2	5.1	-2	2.9	2.8	-7	-6	0	0.9	-3	-0.5	5.5
COc1ccc(NC(=O)C2CCC(C(C)(C)C)CC2)cc1S(=O)(=O)N1CCOCC1 (stereo not given)	-0.4	2	-3.1	-0.7	-10	-8	-6	-0.9	6	-1.5	-1.4
O=C(CCS(=O)(=O)c1ccc(Br)cc1)N1CCN(c2ccc(F)cc2)CC1	-0.9	1	1.4	-0.3	0	-2	2	-2.5	6	-0.9	-1.3
CCOC(=O)N1CCN(C(=O)CN2C(=O)c3ccccc3S2(=O)=O)CC1	1.5	0	0.1	3.5	-2	-2	1	1.5	-4	-1.0	1.4
COc1ccc(Cl)cc1NC(=O)C1(c2cccs2)CCOCC1	-1.8	1	-0.4	1.1	-5	1	-4	-1.1	-4	-1.9	-1.4
Cc1ccc(OCCC(=O)NNC(=O)c2ccncc2)cc1	0.2	-1	-0.3	0.5	3	-2	-2	-0.2	-7	-0.7	1.4
Cc1cc(C)cc(-c2nnc(SCC(=O)c3ccc4c(c3)OCCO4)o2)c1	3.3	6	1.0	0.7	-87	-5	2	-0.3	5	-1.6	-3.9
CCn1c(SCC(=O)N/N=C(\C)c2ccco2)nnc1-c1ccccc1	-2.1	6	-0.2	-0.3	0	1	-2	0.9	4	-1.1	-1.8
Cc1ccc(NC(=O)c2ccc(N/N=C/c3cccc(O)c3)c([N+](=O)[O-])c2)cc1	2.8	-2	-0.2	0.2	0	5	-3	1.1	1	-1.2	-0.6
C[C@H]1CN(c2ccc(Br)cc2)C(=O)[C@@H]1CC(=O)Nc1ccccc1	-1.6	2	-2.4	-0.6	4	-20	11*	-2.5	9	-1.4	-2.1
COc1ccc(CN2CCCC(C(=O)Nc3cccc(-n4cnnn4)c3)C2)c(C)c1C (stereo not given)	-2.3	1	-0.6	0.4	-4	-18	-3	-2.9	2	-1.2	0.7
O=S(=O)(Nc1nc(-c2ccccc2)cs1)c1cc(Cl)ccc1Cl	1.7	-4	0.1	0.5	-13	-49	2	1.0	8	-0.8	-0.2
Cc1c(NC(=O)c2ccccc2F)c(=O)n(-c2ccccc2)n1C	3.1	0	0.6	1.4	0	-2	-3	-0.6	-7	-1.6	0.5
Cc1csc(NC(=O)CCSCCc2ccccn2)n1	-0.8	1	-0.5	-0.1	0	0	-1	0.8	-9	-0.9	-2.1
O=[N+]([O-])c1cccc(S(=O)(=O)NCCOc2cccc3cccnc23)c1	0.5	1	-0.4	0.2	-4	0	0	-4.0	-12	-0.8	-1.9
O=S(=O)(c1ccc(S(=O)(=O)N2CCCC3(CCCCC3)C2)cc1)N1CCCCC1	1.1	2	-0.2	-0.1	4	-2	0	1.0	3	-1.7	4.1
C1=C(CCNC2=NCCCCC2)CCCC1	0.7	0	0.8	0.3	2	3	0	-0.2	-1	-1.6	-2.6
CCN(CC)C(=O)c1cn(C)c2ccc(S(=O)(=O)N(CC)CC)cc2c1=O	-1.1	1	0.9	2.6	2	2	0	0.0	-2	-0.3	-2.0
COc1ccc2[nH]c(C(=O)O)c(NS(=O)(=O)c3ccc(C)c(C)c3)c2c1	-1.2	-14	-0.1	1.2	-24	-33	-12	2.5	-20	-0.5	2.5
C[C@H]1[C@@H](NC(=O)Cc2ccsc2)CC[C@@]23CCCN2C(=O)CCC[C@@H]13	/	1	/	/	0	1	-3	2.0	-1	2.6*	-0.2
O=C(CCc1nnc2ccc(NCCCN3CCCC3=O)nn12)NCc1ccccc1Cl	-1.2	-4	0.1	1.2	-20	6	-10	-2.1	-29	-1.0	-0.3
COc1ccc(-c2cc(=O)[nH]c3ccccc23)cc1	-0.5	-49	-2.5	-0.8	-69	0	-56	-0.9	-237	-1.5	-1.3
Cc1cccc(N2CCN(CC(O)COc3ccccc3Cl)CC2)c1 (stereo not given)	0.8	6	-0.3	0.0	-3	-1	4	3.0	2	-1.2	1.0
O=C(c1cnn2cccnc12)N1CCN(c2ccccc2)CC1	2.1	-2	3.0	1.2	-2	3	-5	4.4	-5	-1.3	6.1
O=C(Cn1nc(Cl)nc1Cl)c1cc2ccccc2oc1=O	1.5	-63	-0.1	-1.7	-76	-5	-63	0.0	-267	-0.7	0.1

5 entries already listed, ordered by number of heavy atoms, smallest number first.
SMILES	FXN GAA850 act	PLC-gamma1 inh	DAX1 inh-1	DAX1 inh-2	PLCb3 inh	HGIII-sPLA2 inh	ADAM17 inh	hcDAF12 agonist	ADAM10 inh	ssDAF-12 act	hgDAF12 agonist
Cc1csc(NC(=O)CCSCCc2ccccn2)n1	-0.8	1	-0.5	-0.1	0	0	-1	0.8	-9	-0.9	-2.1
O=C(Cn1nc(Cl)nc1Cl)c1cc2ccccc2oc1=O	1.5	-63	-0.1	-1.7	-76	-5	-63	0.0	-267	-0.7	0.1
COc1ccc(Cl)cc1NC(=O)C1(c2cccs2)CCOCC1	-1.8	1	-0.4	1.1	-5	1	-4	-1.1	-4	-1.9	-1.4
Cc1ccc(NC(=O)c2ccc(N/N=C/c3cccc(O)c3)c([N+](=O)[O-])c2)cc1	2.8	-2	-0.2	0.2	0	5	-3	1.1	1	-1.2	-0.6
COc1ccc(CN2CCCC(C(=O)Nc3cccc(-n4cnnn4)c3)C2)c(C)c1C (stereo not given)	-2.3	1	-0.6	0.4	-4	-18	-3	-2.9	2	-1.2	0.7

Individual results from the list.
PLC-gamma1 inh with O=C(Cn1nc(Cl)nc1Cl)c1cc2ccccc2oc1=O : -63
ADAM17 inh with COc1ccc(CN2CCCC(C(=O)Nc3cccc(-n4cnnn4)c3)C2)c(C)c1C (stereo not given) : -3
hgDAF12 agonist with O=S(=O)(Nc1nc(-c2ccccc2)cs1)c1cc(Cl)ccc1Cl : -0.2

More compounds:
SMILES	FXN GAA850 act	PLC-gamma1 inh	DAX1 inh-1	DAX1 inh-2	PLCb3 inh	HGIII-sPLA2 inh	ADAM17 inh	hcDAF12 agonist	ADAM10 inh	ssDAF-12 act	hgDAF12 agonist
CCOC(=O)c1c(C)oc(NC(=O)CCl)c1C(=O)OCC	-0.3	4	-0.6	0.5	1	-2	2	-0.6	-4	-1.2	9.6
CC(C)(C)c1ccc(C(=O)N2CCCC2c2cccs2)cc1 (stereo not given)	1.4	-2	0.0	1.6	-6	-1	-3	-0.4	2	-0.8	-2.5
CCC(CC(C)(C)O)C(=O)NNC(=S)Nc1ccccc1 (stereo not given)	2.8	-2	-0.4	0.7	1	5	0	-0.1	-2	-0.9	-0.4
CC1C(=O)N2CCCc3cc(NC(=O)c4ccccc4Br)cc1c32 (stereo not given)	2.0	0	-0.3	-0.3	-3	-16	2	0.5	7	-0.5	-3.6
CC(/C=N/NC(=O)c1c(Br)cnn1C)=C\c1ccccc1	5.0	-1	1.1	-2.0	0	-1	-1	0.8	-5	-1.5	4.3
COc1ccc(NC(=O)CC(=O)Nc2ccc(OC)cc2)cc1	2.9	2	0.6	3.1	0	3	-5	-1.6	-2	-0.6	0.5
COc1ccc(CNn2c(-c3cccc(C)c3)nc3ccccc3c2=O)cc1OC	4.7	2	-0.9	-0.2	0	0	-1	-1.7	-3	-1.8	-2.5
CCC(=O)OCC(=O)Nc1ccc2c(c1)OCO2	0.6	-2	-0.2	0.9	-3	4	-6	0.7	-9	-1.2	-0.3
O=C(NC(=S)Nc1ccccc1Br)C1CCCCC1	3.9	3	0.7	-0.9	8	8	4	-1.4	13	-0.5	8.9
Cc1nn(-c2ccccc2)c(Cl)c1C(=O)N1CCN(c2ncnc3c2cnn3-c2ccccc2)CC1	-12	0	-1.0	0.0	1	-1	-5	0.1	4	-0.9	-1.0
O=C(NCCN1CCOCC1)C(=O)NCC1OCCCN1S(=O)(=O)c1ccc(F)cc1 (stereo not given)	1.6	-1	1.4	0.9	-3	3	-1	1.4	3	-1.3	1.3
COc1cc(C(=O)OCC(=O)Nc2cccc(S(=O)(=O)N3CCCC3)c2)ccc1OCC(C)C	2.3	0	-0.6	-0.5	-4	-28	4	0.2	12	-1.2	0.9
O=C(NCc1ccccn1)c1ccc(NS(=O)(=O)c2cccc(Cl)c2)cc1	0.9	4	0.8	2.5	-13	-14	1	-2.1	0	-1.0	1.1
Cc1ccccc1NC(=O)COC(=O)c1ccccc1SCC(=O)N1CCCC1	1.6	0	0.1	4.3*	-5	-2	-4	-1.3	0	-0.5	0.8
COc1cc(OC)cc(C(=O)NCCN2C(=O)C3C4C=CC(C4)C3C2=O)c1 (stereo not given)	/	1	-0.9	/	4	-3	-1	-1.3	-7	-1.2	-2.0
CC(=O)Oc1ccc(/C=N/NS(=O)(=O)c2ccc(C)cc2)c(OC(C)=O)c1	0.9	-6	0.4	0.6	-9	0	-1	3.7	-7	-0.9	-0.8
O=C(C(=O)N1CCCc2ccccc21)c1cn(CC(=O)N2CCOCC2)c2ccccc12	3.2	-1	1.4	0.8	0	4	-6	3.8	-6	0.3	0.8
CC(=O)NNC(=O)c1sc(=S)n2c1[nH]c(=O)c1sccc12	-0.9	-37	1.1	-1.2	-44	3	0	-0.2	-5	-1.7	-1.5
O=C1c2ccccc2NC(c2ccccc2F)N1NS(=O)(=O)c1ccccc1 (stereo not given)	-0.6	-169	0.0	0.7	-246	4	-117	0.9	-313	-1.6	2.8
CC1CN(Cc2nc3c(c(=O)[nH]c(=O)n3C)n2CC(N)=O)CC(C)O1 (stereo not given)	1.0	1	1.0	-0.3	-1	9	-4	-1.4	-18	-1.0	2.2
CN(C=[N+](C)C)c1cccc2c1C(=O)c1ccccc1C2=O	4.1	-9	-0.6	-0.8	-9	8	-3	-0.3	1	-1.1	-1.0
CCC(C(=O)NC(C)(C)C)N(C(=O)Cn1nnc(-c2cccs2)n1)c1cnc2ccccc2c1 (stereo not given)	-1.8	-27	-0.6	0.8	-26	-20	-15	-0.7	-24	-1.1	-1.6
O=S(=O)(c1ccccc1)c1cnc(-c2cccnc2)nc1-c1ccc(Cl)c(Cl)c1	1.8	5	-0.3	0.6	3	3	3	-0.5	5	1.6*	1.5
COc1ccc(C/C(C)=N/NC(=S)Nc2ccccc2F)cc1	-2.8	0	0.8	1.8	-8	12	3	0.8	-6	-1.4	6.2
CN(Cc1ccccc1Br)C(=O)CN1C(=O)NC2(CCCCCC2)C1=O	0.9	1	-1.9	-0.1	1	-7	2	-0.9	-3	-1.3	-0.5
CCNC(=O)c1c(O)c2c([nH]c1=O)CCCC2	1.3	-1	-0.6	2.2	-2	0	2	1.4	4	-1.4	-3.8
CCCCN1CC[C@H]2C=CC[C@@H](C(=O)Nc3ccc(Cl)cc3Cl)[C@H]2C1=O	-0.8	1	-0.6	1.1	0	3	-5	-2.7	-2	-1.6	-0.7
O=[N+]([O-])c1ccc(O)c(/C=N/Nc2ccccc2[N+](=O)[O-])c1	1.4	2	0.3	1.1	2	2	-2	3.7	-5	0.2	6.2
COC(=O)C1=C(C)N(C)C(=NCC2CC2)NC1c1cccc(F)c1 (stereo not given)	/	-3	2.2	/	-4	7	-5	1.1	-6	0.1	-0.4

Source: PubChem (The Scripps Research Institute Molecular Screening Center)
